Screening data: PubChem BioAssay, Broad Institute
EZH2 inh = inhibitors of human EZH2/PRC2 methyltransferase | Q15910 | PRC2 H3K27 methylation, DELFIA TRF, 1 h | inhibition, % at 12.5 µM | 57,000 tested, 0.35% active | AID 651548;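 active means mean inhibition of replicates at least 50% and every single replicate also reaching 50%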;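 further: dimethyl H3K27 on biotinylated H3 21-44 peptide detected by antibody; plate controls were median neutral control wells for no effect and median positive control wells for full effect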
Target sequence (Q15910 whole entry, looked up): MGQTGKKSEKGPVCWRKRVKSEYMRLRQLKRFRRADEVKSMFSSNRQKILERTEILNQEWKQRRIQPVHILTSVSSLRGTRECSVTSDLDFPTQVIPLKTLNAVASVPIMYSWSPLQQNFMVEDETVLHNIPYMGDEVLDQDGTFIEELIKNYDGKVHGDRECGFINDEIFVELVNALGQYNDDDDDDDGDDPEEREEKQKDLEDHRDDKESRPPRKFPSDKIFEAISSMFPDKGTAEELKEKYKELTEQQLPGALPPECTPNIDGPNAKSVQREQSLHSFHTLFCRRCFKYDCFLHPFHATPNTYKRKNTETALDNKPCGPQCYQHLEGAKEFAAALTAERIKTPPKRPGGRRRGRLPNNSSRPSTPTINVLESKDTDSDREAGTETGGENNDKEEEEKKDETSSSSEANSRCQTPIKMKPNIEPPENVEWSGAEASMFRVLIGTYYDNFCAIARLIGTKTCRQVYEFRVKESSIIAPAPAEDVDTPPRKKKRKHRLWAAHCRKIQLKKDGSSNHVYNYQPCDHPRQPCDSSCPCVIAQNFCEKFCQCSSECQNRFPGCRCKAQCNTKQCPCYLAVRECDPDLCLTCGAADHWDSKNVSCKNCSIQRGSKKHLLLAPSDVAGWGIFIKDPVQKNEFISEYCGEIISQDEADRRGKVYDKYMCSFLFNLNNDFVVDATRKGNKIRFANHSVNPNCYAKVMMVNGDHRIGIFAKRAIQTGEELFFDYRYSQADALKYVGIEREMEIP
IDH1 mut inh = inhibitors of human IDH1 R132H; AID 624101; IDH1 R132H reductase, diaphorase/resazurin fluorescence, 60 min; inhibition, % at 10 µM; 70,000 tested, 0.18% active; in the data active means inhibition above about 34%;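 further: 0% = DMSO and 100% = no enzyme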
An asterisk follows results filed as active; / = no result given; & = joins results of further samples. An excerpt; the hit share may differ from the screen's.

Results follow in this order: IDH1 mut inh | EZH2 inh
- COc1cc(C(=O)Oc2ccccc2NC2=NS(=O)(=O)c3ccccc32)cc(OC)c1OC
 : 1.3 | 15
- COC(=O)CCCCCCC(=O)N/N=C/c1cc(C)ccc1O
 : -0.2 | -4
- CN(C)C(=O)C[C@@H]1C=C[C@H](NC(=O)C2CC2)[C@H](CO)O1
 : 2.2 | -2
- COC(=O)c1ccccc1NC(=O)CSc1nnc(-c2ccc(OC)cc2)n1C
 : -0.4 | 3
- COCC(=O)N(C)C[C@H]1Oc2ncc(-c3ccccc3F)cc2C(=O)N([C@@H](C)CO)C[C@H]1C
 : -0.7 | 0
- C[C@@H]1CN([C@@H](C)CO)C(=O)c2cc(N(C)C)ccc2O[C@@H](C)CCCCO[C@H]1CN(C)Cc1ccc2c(c1)OCO2
 : / | 7
- CCCC(=O)Nc1ccc2c(c1)OC[C@H](C)N(Cc1ccncc1)C[C@@H](C)[C@@H](OC)CN(C)C2=O
 : 0.4 | -18
- O=C(O)Cc1ccc(NC(=O)CN2C(=O)c3ccccc3C2=O)cc1
 : 0.1 | -2
- C[C@H]1CN([C@@H](C)CO)C(=O)c2cc(NC(=O)Nc3ccc(C(F)(F)F)cc3)ccc2O[C@@H]1CN(C)C(=O)Nc1cccc2ccccc12
 : 0.0 | /
- COCC(=O)Nc1ccc2c(c1)OC[C@@H](C)N(CCc1ccccc1)C[C@H](C)[C@H](OC)CN(C)C2=O
 : 0.0 | -6
- CN(C)C(=O)C[C@@H]1C[C@@H]2c3cc(NC(=O)Nc4ccc(F)cc4)ccc3O[C@@H]2[C@H](CO)O1
 : -0.2 | -2
- COc1ccc(NC(=O)COc2ccc(C(C)(C)C)cc2Br)c([N+](=O)[O-])c1
 : 0.3 | 6
- CC1=CCC[C@@H]2[C@@](C)(CCc3ccoc3)[C@H](C(=O)O)CC[C@@]12C
 : 0.1 | -17
- COc1ccccc1S(=O)(=O)N[C@@H]1CC[C@@H](CC(=O)NCc2cccc(F)c2)O[C@@H]1CO
 : -0.4 | 1
- COc1ccc(-n2c(SCC(=O)c3ccc(Cl)cc3)nnc2-c2ccccc2)cc1
 : 0.2 | 2

Next compounds:
Results follow in this order: IDH1 mut inh | EZH2 inh
- CCCc1cn(CC[C@@H]2CC[C@H](NC(=O)C3CCOCC3)[C@H](CO)O2)nn1
 : -0.3 | 0
- COc1ccc(S(=O)(=O)Nc2ccc3c(c2)CC(=O)N([C@@H](C)CO)C[C@@H](C)[C@@H](CN(C)S(=O)(=O)c2ccc(OC)cc2)O3)cc1
 : -0.2 | /
- CCCC#Cc1ccc2c(c1)O[C@@H](CN(C)C(=O)Nc1ccccc1F)[C@@H](C)CN([C@@H](C)CO)S2(=O)=O
 : -3.5 | -12
- O=C(CSCc1ccccc1Br)Nc1cccnc1
 : 10 | -21
- C[C@H](CO)N1C[C@H](C)[C@@H](CN(C)Cc2ccncc2)Oc2ccc(NC(=O)NC3CCCCC3)cc2C1=O
 : 4.0 | -10
- CCCC#Cc1cnc2c(c1)C(=O)N([C@@H](C)CO)C[C@@H](C)[C@@H](CN(C)C(=O)C1CC1)O2
 : -0.9 | -9
- C[C@H](NC(=O)C[C@H]1CC[C@@H](NC(=O)CN2CCOCC2)[C@@H](CO)O1)c1ccccc1
 : 0.8 | -38
- CCCNC(=O)N(C)C[C@@H]1Oc2ncc(-c3ccccc3)cc2C(=O)N([C@H](C)CO)C[C@H]1C
 : -0.1 | /
- C[C@H]1CN([C@@H](C)CO)C(=O)c2cc(-c3ccccc3)cnc2O[C@@H]1CN(C)C(=O)Cc1ccccc1
 : -4.8 | -6
- CNC[C@H]1Oc2ccc(NS(C)(=O)=O)cc2C(=O)N([C@H](C)CO)C[C@@H]1C
 : 3.9 | 6
- CCC(=O)N[C@H]1CC[C@H](CC(=O)NCCN2CCCCC2)O[C@H]1CO
 : 0.4 | -6
- C[C@@H]1CN([C@H](C)CO)C(=O)c2cccc(NS(=O)(=O)c3cccs3)c2O[C@H]1CN(C)Cc1ccc(Oc2ccccc2)cc1
 : 1.2 | /
- C/C=C/c1ccc2c(c1)O[C@H](CN(C)C(=O)C1CCCCC1)[C@@H](C)CN([C@H](C)CO)S2(=O)=O
 : / | 3
- C[C@H](CO)N1C[C@H](C)[C@H](CN(C)S(=O)(=O)c2ccc(F)cc2)Oc2ncc(C#CC3CCCCC3)cc2C1=O
 : -4.0 | -6
- COc1ccccc1CNC(=O)C[C@H]1CC[C@H](NC(=O)CC2CC2)[C@H](CO)O1
 : 0.3 | 5

The results go on.
Results follow in this order: IDH1 mut inh | EZH2 inh
- CC(C)(O)C#Cc1ccccc1C(=O)NC(Cc1c[nH]c2ccccc12)C(=O)O (stereo unspecified)
 : -0.4 | 7
- CCCC(=O)Nc1ccc2c(c1)OC[C@H](C)N(Cc1nccs1)C[C@H](C)[C@@H](OC)CN(C)C2=O
 : 0.0 | 3
- O=C(C[C@@H]1C[C@@H]2c3cc(NS(=O)(=O)c4ccccc4)ccc3O[C@@H]2[C@H](CO)O1)NC1CCCCC1
 : 0.2 | -4
- O=C(CCCn1cc([N+](=O)[O-])cn1)Nc1ccc(F)cc1
 : 0.1 | -16
- O=C(O)CCCCCC(=O)N=NC=C1C=CN(O)C=C1
 : / | -7
- CO[C@@H]1CN(C)C(=O)c2cc(NS(C)(=O)=O)ccc2OC[C@H](C)N(CCC(F)(F)F)C[C@@H]1C
 : 0.2 | 9
- O=C1CC(SCc2nc3ccccc3[nH]2)C(=O)N1c1ccc(F)cc1 (stereo unspecified)
 : 0.4 | -7
- C[C@H]1CN([C@@H](C)CO)C(=O)c2cc(NC(=O)CCN3CCOCC3)ccc2O[C@@H]1CN(C)C(=O)NC1CCCCC1
 : 0.1 | /
- CNC[C@@H]1Oc2c(NS(=O)(=O)c3ccc(C)cc3)cccc2C(=O)N([C@H](C)CO)C[C@H]1C
 : -1.2 | 4
- O=C(C[C@@H]1C=C[C@@H](NC(=O)c2cccc(F)c2)[C@@H](CO)O1)NCCN1CCCC1
 : 0.4 | 10
- C[C@H]1CN([C@@H](C)CO)C(=O)c2cc(C#Cc3ccccn3)cnc2O[C@@H]1CN(C)Cc1ccccc1
 : 0.0 | -1&-1
- CO[C@@H]1CN(C)C(=O)c2ccc(NC(=O)Nc3cccc(F)c3)cc2OC[C@@H](C)N(C(=O)Nc2c(C)noc2C)C[C@H]1C
 : -0.3 | 1
- C[C@@H]1CN([C@@H](C)CO)C(=O)c2cc(C3=CCCC3)cnc2O[C@@H]1CN(C)C(=O)CN1CCOCC1
 : -10 | 4
- C[C@H](CO)N1C[C@H](C)[C@@H](CN(C)CC2CCOCC2)Oc2ncc(-c3ccc(F)cc3)cc2C1=O
 : -0.9 | 8
- C[C@@H]1CCCCO[C@H](CN(C)Cc2ccc(C(=O)O)cc2)[C@H](C)CN([C@@H](C)CO)C(=O)c2cc(NC(=O)c3ccncc3)ccc2O1
 : 2.8 | /

Remaining list, next part:
Results follow in this order: IDH1 mut inh | EZH2 inh
- COc1ccc(S(=O)(=O)N(C)C[C@@H]2OCc3ccccc3-c3ccccc3C(=O)N([C@@H](C)CO)C[C@H]2C)cc1
 : / | 6
- C/C=C/c1ccc2c(c1)O[C@@H](CN(C)C(=O)NCCC)[C@@H](C)CN([C@@H](C)CO)S2(=O)=O
 : -3.5 | 7
- CCC(=O)Nc1ccc2c(c1)C(=O)N(C)C[C@H](OC)[C@H](C)CN(C(=O)c1ccccc1F)[C@H](C)CO2
 : -0.1 | 2
- NC(=NCc1ccc(Cl)cc1Cl)NC(=O)c1nc(Cl)c(N)nc1N
 : 2.1 | /
- COc1cccc(NC(=O)Nc2ccc3c(c2)C(=O)N(C)C[C@H](OC)[C@H](C)CN(C)[C@H](C)CO3)c1
 : -0.2 | 2
- Cc1ccc(S(=O)(=O)Nc2ccc3c(c2)C(=O)N([C@@H](C)CO)C[C@@H](C)[C@@H](CN(C)CC2CCCCC2)O3)cc1
 : 1.3 | -20
- C[C@H]1CN([C@@H](C)CO)C(=O)c2cc(NC(=O)CCN3CCOCC3)ccc2O[C@H]1CN(C)CC1CCCCC1
 : 0.4 | 5
- O=C(COc1cccc(C(F)(F)F)c1)NCc1ccco1
 : 1.2 | -1
- CCC(=O)N1C[C@H](C)[C@@H](OC)CN(C)C(=O)c2cc(NC(=O)c3ccc(F)cc3)ccc2OC[C@@H]1C
 : -0.3 | 16
- C[C@H](NC(=O)C[C@@H]1C=C[C@@H](NC(=O)C2CC2)[C@@H](CO)O1)c1ccccc1
 : 0.3 | -5
- Cc1ccc(S(=O)(=O)N(C)C[C@H]2Oc3ccc(NS(=O)(=O)c4ccc(Cl)cc4)cc3CC(=O)N([C@H](C)CO)C[C@@H]2C)cc1
 : 0.9 | /
- COc1ccc(C#Cc2ccc3c(c2)[C@]2(C(=O)N3)[C@H](c3ccc(OCCO)cc3)N3[C@H](c4ccccc4)[C@H](c4ccccc4)OC(=O)[C@H]3[C@@H]2C(=O)N2CCN(c3ncccn3)CC2)cc1
 : / | -12
- COc1cccc(NC(=O)c2cc([N+](=O)[O-])ccc2NC(=O)CN2CCCCCC2)c1
 : 0.2 | 26
- O=C(CSc1n[nH]c(-c2ccccc2)n1)Nc1ccc(Br)cc1
 : -0.3 | 7
- C[C@H]1CN([C@@H](C)CO)S(=O)(=O)c2ccc(C3=CCCC3)cc2O[C@@H]1CN(C)Cc1ccncc1
 : / | -15

Following part:
Results follow in this order: IDH1 mut inh | EZH2 inh
- CC(=O)N(C)C[C@H]1Oc2cc(C#CCC3CCCC3)ccc2S(=O)(=O)N([C@H](C)CO)C[C@H]1C
 : 0.9 | -8
- CC(C)NC(=O)Nc1cccc2c1O[C@H](CN(C)Cc1ccc(C(F)(F)F)cc1)[C@H](C)CN([C@H](C)CO)C2=O
 : 1.8 | /
- COC(=O)c1cc(OC)c(OC)cc1NC(=O)C(C)Oc1ccc(C(C)(C)C)cc1 (stereo unspecified)
 : -0.1 | -47
- C[C@H](CO)N1C[C@H](C)[C@@H](CN(C)C(=O)c2cccc(F)c2)Oc2cc(C#CC3CC3)ccc2S1(=O)=O
 : / | -8
- C[C@@H]1CCCCO[C@@H](CN(C)C(=O)NC2CCCCC2)[C@@H](C)CN([C@H](C)CO)C(=O)c2cc(NC(=O)c3ccccc3)ccc2O1
 : -0.5 | /
- CC[C@H](C)C(=O)O[C@H]1CCC=C2C=C[C@H](C)[C@H](CC[C@@H]3C[C@@H](O)CC(=O)O3)[C@H]21
 : 9.6 | -1
- COc1cccc(CNC(=O)C[C@@H]2CC[C@@H](NC(=O)C3CCOCC3)[C@H](CO)O2)c1
 : 0.2 | -9
- COC(=O)c1cc(C(=O)OC)cc(-n2c(C)cc(C(=O)CSc3nc(C)cc(C)c3C#N)c2C)c1
 : 0.3 | -8
- COC(=O)C[C@H]1CC[C@@H](NS(=O)(=O)c2ccc(OC)cc2)[C@H](CO)O1
 : -0.1 | -2

Rewritten as a markdown table: part of the list above
| SMILES | IDH1 mut inh | EZH2 inh |
| --- | --- | --- |
| COc1cc(C(=O)Oc2ccccc2NC2=NS(=O)(=O)c3ccccc32)cc(OC)c1OC | 1.3 | 15 |
| COC(=O)CCCCCCC(=O)N/N=C/c1cc(C)ccc1O | -0.2 | -4 |
| CN(C)C(=O)C[C@@H]1C=C[C@H](NC(=O)C2CC2)[C@H](CO)O1 | 2.2 | -2 |
| COC(=O)c1ccccc1NC(=O)CSc1nnc(-c2ccc(OC)cc2)n1C | -0.4 | 3 |
| COCC(=O)N(C)C[C@H]1Oc2ncc(-c3ccccc3F)cc2C(=O)N([C@@H](C)CO)C[C@H]1C | -0.7 | 0 |
| C[C@@H]1CN([C@@H](C)CO)C(=O)c2cc(N(C)C)ccc2O[C@@H](C)CCCCO[C@H]1CN(C)Cc1ccc2c(c1)OCO2 | / | 7 |
| CCCC(=O)Nc1ccc2c(c1)OC[C@H](C)N(Cc1ccncc1)C[C@@H](C)[C@@H](OC)CN(C)C2=O | 0.4 | -18 |
| O=C(O)Cc1ccc(NC(=O)CN2C(=O)c3ccccc3C2=O)cc1 | 0.1 | -2 |
| C[C@H]1CN([C@@H](C)CO)C(=O)c2cc(NC(=O)Nc3ccc(C(F)(F)F)cc3)ccc2O[C@@H]1CN(C)C(=O)Nc1cccc2ccccc12 | 0.0 | / |
| COCC(=O)Nc1ccc2c(c1)OC[C@@H](C)N(CCc1ccccc1)C[C@H](C)[C@H](OC)CN(C)C2=O | 0.0 | -6 |
| CN(C)C(=O)C[C@@H]1C[C@@H]2c3cc(NC(=O)Nc4ccc(F)cc4)ccc3O[C@@H]2[C@H](CO)O1 | -0.2 | -2 |
| COc1ccc(NC(=O)COc2ccc(C(C)(C)C)cc2Br)c([N+](=O)[O-])c1 | 0.3 | 6 |
| CC1=CCC[C@@H]2[C@@](C)(CCc3ccoc3)[C@H](C(=O)O)CC[C@@]12C | 0.1 | -17 |
| COc1ccccc1S(=O)(=O)N[C@@H]1CC[C@@H](CC(=O)NCc2cccc(F)c2)O[C@@H]1CO | -0.4 | 1 |
| COc1ccc(-n2c(SCC(=O)c3ccc(Cl)cc3)nnc2-c2ccccc2)cc1 | 0.2 | 2 |
| CCCc1cn(CC[C@@H]2CC[C@H](NC(=O)C3CCOCC3)[C@H](CO)O2)nn1 | -0.3 | 0 |
| COc1ccc(S(=O)(=O)Nc2ccc3c(c2)CC(=O)N([C@@H](C)CO)C[C@@H](C)[C@@H](CN(C)S(=O)(=O)c2ccc(OC)cc2)O3)cc1 | -0.2 | / |
